Screens deposited in PubChem by several laboratories.
KOR beta-arrestin-1 = KOR agonists, beta-arrestin recruitment, primary screen, cell-based, luminescence, uHTS (AID 1777); KOR beta-arrestin recruitment, luminescence; higher % means a stronger effect; activation, % at 10 µM, or EC50 in µM where a hit was titrated; actives 0.02% (n = 280,000); in the data active = activation above about 50%, passing the limit was not always enough; also: a part of the inactive calls stands beside numbers as strong as those of hits
KOR beta-arrestin-2 = kappa opioid receptor blockers – cell-based, luminescence, uHTS (AID 1778). inhibition, % at 10 µM, or IC50 in µM where a hit was titrated. actives 0.091% (n = 290,000). KOR beta-arrestin recruitment, luminescence, antagonist mode; higher % means a stronger effect; also: strong numbers were not always called active
NOD2 inhibition = inhibition of NOD2-driven NF-kB reporter – cell-based, luminescence, uHTS, HEK293 (AID 1566). HEK293 NOD2/NF-kB luciferase reporter, luminescence; higher % means a stronger effect. inhibition, % at 4 µM; hits with a dose series show EC50 in µM. actives 0.63% (n = 290,000); also: many of its hits are not listed in these tables
NOD1 inhibition = NOD1 signaling inhibitors, primary screen, cell-based, luminescence, uHTS (AID 1578). actives 1% (n = 290,000). NOD1-driven NF-kB luciferase reporter cells, luminescence; higher % means a stronger effect. one-dose inhibition, % at 4 µM; EC50 in µM for titrated hits; in the data active = inhibition mostly above about 36%, no sharp cut-off; inactive = mostly below about 34%;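 also: HEK-293T reporter cells stimulated with the NOD1 agonist gamma-tri-DAP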
T cell HTS = T cell immune modulators affecting CD8 T cell-vesicle binding; 2C CD8+ T cell-vesicle binding, flow cytometry; hits give low values; calls only at 7 µM; actives 0.068% (n = 330,000); AID 2052;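 active = response, share of CD8 T cells binding vesicles, and their 90th percentile fluorescence all below set limits, cut at about 80% in these data, passing the limit was not always enough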
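System: murine 2C transgenic CD8+ T lymphocytes; also added: QL9-loaded Drosophila micro-vesicles; times: binding 1.5 h at 37 °C; measured by: flow cytometry, PE anti-B7-1 (FL2) versus Alexa647 anti-CD8 (FL8), PFA-fixed; control set: Peptide-free naked vesicles (low) and QL9 vesicles with 0.7% DMSO vehicle (high)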
GPR55 activation = GPR55 agonists via beta-arrestin recruitment, primary screen, imaging, U2OS cells, beta-arrestin-GFP redistribution (AID 1961) | U2OS GPR55 beta-arrestin-GFP redistribution imaging; higher % means a stronger effect | activation, % at 10 µM, or EC50 in µM where a hit was titrated | actives 0.048% (n = 290,000);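 active = activation above 40% with more than 50 cells counted in the well; inconclusive = wells holding fewer than 50 cells, flagged as toxic or sparse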;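 also: U2OS osteosarcoma cells stably expressing GPR55 and beta-arrestin-GFP; plate controls were DMSO negative control for no effect and LPI positive control for full effect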
Myeloid diff MLP = myeloid differentiation induction; calls only at 10 µM; actives 1% (n = 360,000); ER-HoxA9 myeloid progenitors, lysozyme-GFP differentiation, flow cytometry;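 active = normalized GFP-positive differentiation at or above the plate's own cutoff, the solvent-only control mean plus 3 SD; inconclusive = no clear call, values can overlap the other calls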;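 also: cells exposed to compound for four days before flow analysis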
GPR55 antagonists = inhibition of LPI-stimulated GPR55 beta-arrestin translocation – imaging, U2OS, beta-arrestin-GFP, LPI agonist, primary screen (AID 2013). actives 0.13% (n = 290,000). inhibition, % at 10 µM; hits with a dose series show IC50 in µM. U2OS GPR55 beta-arrestin-GFP translocation imaging, LPI antagonism; higher % means a stronger effect;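 active = spots per cell inhibited over 60%, with over 100 cells counted and total cytoplasm intensity under 500,000; inconclusive = wells with under 100 cells, flagged as likely toxic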;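 also: U2OS cells stably carrying GPR55 and arrestin-GFP stimulated by 5 µM LPI near EC80; imaged beta-arrestin-GFP aggregate spots per cell after agonist stimulation; plate controls were LPI-stimulated DMSO wells for no effect and DMSO wells without LPI for full effect; some results filed as inactive read as strong as hits; confirmed hits need IC50 under 10 µM and bright autofluorescent wells are also inconclusive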
NTR1 ag = agonists of NTR1, primary screen, imaging, U2OS cells, beta-arrestin-GFP, high content (AID 493036). P30989. NTR1-U2OS beta-arrestin-GFP spot imaging, agonist mode. activation, % at 20 µM. actives 0.17% (n = 330,000);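 active = activation at or above 40% of the spot to cytoplasm intensity ratio, with at least 20 cells analyzed; inconclusive = wells under 20 cells, flagged as cytotoxic or low count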;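 also: 0% = DMSO without peptide and 100% = 100 nM NTR1 peptide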
Target sequence (P30989 whole entry, looked up): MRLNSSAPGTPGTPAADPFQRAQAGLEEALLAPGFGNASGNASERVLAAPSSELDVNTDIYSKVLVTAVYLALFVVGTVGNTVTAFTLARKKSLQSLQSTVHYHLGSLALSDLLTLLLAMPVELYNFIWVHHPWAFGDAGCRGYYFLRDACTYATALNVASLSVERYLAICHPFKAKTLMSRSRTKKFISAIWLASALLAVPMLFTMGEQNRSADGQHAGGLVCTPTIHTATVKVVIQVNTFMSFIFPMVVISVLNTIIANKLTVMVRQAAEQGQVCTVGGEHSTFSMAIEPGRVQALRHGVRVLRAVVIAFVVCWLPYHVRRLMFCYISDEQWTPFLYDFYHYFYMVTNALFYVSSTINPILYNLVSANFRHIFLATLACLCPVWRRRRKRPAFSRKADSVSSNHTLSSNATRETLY
T cell HTS vesicle-bound % = further read-out of T cell HTS, marked with its call; double positive events, %; measured here: CD8+ vesicle-bound cell fraction;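 binding gate set so that unloaded-vesicle control wells show 10% double positive cells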
NTR1 ag cell count 20 µM = further read-out of NTR1 ag, marked with its call; cell count; measured here: cell count, cytotoxicity flag
Myeloid diff MLP GFP+ MAC1+ % = further read-out of Myeloid diff MLP, marked with its call; GFP+ MAC1+ double positive, %; measured here: differentiation confirmed by MAC1 staining
Numbers without * were called inactive; i = inactive; ? = inconclusive; · = no result given; + = active, no number; [ ] = dose if it differs, or a comment. Rule as the data show it, unless noted: active = inhibition above about 50%; inactive = the rest.

SMILES	KOR beta-arrestin-1	KOR beta-arrestin-2	NOD2 inhibition	NOD1 inhibition	T cell HTS	T cell HTS vesicle-bound %	GPR55 activation	Myeloid diff MLP	Myeloid diff MLP GFP+ MAC1+ %	GPR55 antagonists	NTR1 ag	NTR1 ag cell count 20 µM
COc1cccc(C(c2nnnn2Cc2ccccc2)N2CCN(C(=O)c3ccco3)CC2)c1OC (stereo unspecified)	-1.4%	-6%	-8%	-12%	i	44	0.2%	i	0.7	8%	-1.0	66
Cc1cccc(C(=O)N2CCCC(Nc3ccc(C)c(C)c3)C2)n1 (stereo unspecified)	3.5%	-7%	-4%	-39%	i	17	-0.1%	i	1.4	-3%	1.0	51
CC1(C)N([O-])c2cc([N+](=O)[O-])ccc2[N+]1=O	0.6%	22%	16%	7%	i	44	0.5%	·	·	-2%	2.7	51
COc1cc2c(cc1OC)CN(CC(=O)Nc1ccc(C)cc1)CC2	-6.3%	46%	-7%	-5%	i	31	-0.1%	i	0.3	-3%	0.5	76
O=C(CCN1C(=O)C2C3C=CC(C3)C2C1=O)NCc1cccnc1 (stereo unspecified)	-3.3%	18%	8%	-2%	i	45	0.6%	i	0.7	14%	0.5	36
O=C(N/N=C/C=C/c1ccccc1[N+](=O)[O-])c1cccs1	0.6%	9%	6%	-23%	i	34	-0.3%	i	0.6	4%	-0.3	44
Nc1ccc(CN2CCCCCC2)cc1	3.3%	11%	2%	-30%	i	27	-0.3%	+	1.9*	6%	-2.1	90
Clc1ccc(-c2nnc3sc(-c4ccccn4)nn23)cc1	5.1%	-18%	-9%	-33%	·	·	-0.1%	·	·	4%	·	·
CCn1cc(Br)c(C(=O)Nc2ccc(OC)cc2)n1	-2.2%	-6%	-20%	·	i	16	0.3%	i	1.6	10%	1.1	44
CC(=O)N1c2ccc(S(=O)(=O)N(C)CC(=O)NCc3ccc(C)cc3)cc2CC1C (stereo unspecified)	-0.3%	-21%	6%	37%	i	2	-0.1%	?	·	-12%	1.0	67
CCOc1cc(CNc2ccccc2)cc(Br)c1OCC(=O)NC(C)(C)C	-0.6%	3%	10%	5%	i	12	0.0%	i	6.9	10%	11	41
O=C(NC(=S)Nc1ccc(Cl)c(C(=O)O)c1)c1ccco1	-2.2%	6%	16%	-5%	i	14	-0.2%	i	1.5	-2%	-0.3	51
Cc1cc(N2CCOCC2)nc(SCC(=O)c2ccc(Cl)cc2)n1	-10%	18%	0%	-5%	i	29	0.3%	i	1.0	8%	0.4	51
CN(C)CCCOC(=O)c1ccc(Br)cc1	5.8%	0%	-8%	-21%	i	·	-0.3%	i	1.8	0%	-4.6	86
O=C(NNc1c(Cl)cccc1Cl)C1CCC1	6.1%	-1%	-5%	-6%	i	49	-0.2%	i	0.7	-2%	0.1	53
CCOc1ccc(S(=O)(=O)NCC2CCCO2)c2ccccc12 (stereo unspecified)	1.4%	-17%[20 µM]	12%	5%	i	62	-0.3%	i	0.7	0%	0.8	70
COc1ccc(C(=O)Nc2cc([N+](=O)[O-])ccc2N2CCN(C)CC2)cc1	2.1%	-5%	6%	-23%	i	49	0.3%	i	1.0	7%	-1.7	62
COc1cc(OC)c(NC(=O)c2ccccc2F)cc1Cl	-4.7%	10%	13%	-35%	i	20	-0.2%	i	0.0	9%	1.7	88
CCN1C(=NCCc2c[nH]c3ccccc23)N[C@@H](c2ccccc2)[C@H](C(=O)OC)[C@H]1C	-2.9%	-20%[20 µM]	-4%	-19%	i	30	0.7%	i	1.1	-2%	2.2	94
Cc1cccc(CNC(=O)C2CCC(=O)N(C3CCCC3)C2)c1 (stereo unspecified)	3.4%	33%	-7%	-54%	i	7	0.0%	i	3.0	17%	0.8	78

Shown with values under each structure: entries from further up
Every second line gives: KOR beta-arrestin-1, KOR beta-arrestin-2, NOD2 inhibition, NOD1 inhibition, T cell HTS, T cell HTS vesicle-bound %, GPR55 activation, Myeloid diff MLP, Myeloid diff MLP GFP+ MAC1+ %, GPR55 antagonists, NTR1 ag, NTR1 ag cell count 20 µM
O=C(NNc1c(Cl)cccc1Cl)C1CCC1
    6.1%, -1%, -5%, -6%, i, 49, -0.2%, i, 0.7, -2%, 0.1, 53
CCOc1ccc(S(=O)(=O)NCC2CCCO2)c2ccccc12 (stereo unspecified)
    1.4%, -17%[20 µM], 12%, 5%, i, 62, -0.3%, i, 0.7, 0%, 0.8, 70

Additional entries:
SMILES	KOR beta-arrestin-1	KOR beta-arrestin-2	NOD2 inhibition	NOD1 inhibition	T cell HTS	T cell HTS vesicle-bound %	GPR55 activation	Myeloid diff MLP	Myeloid diff MLP GFP+ MAC1+ %	GPR55 antagonists	NTR1 ag	NTR1 ag cell count 20 µM
Cc1sc2nc(C)n(/N=C/c3ccc(O)cc3O)c(=O)c2c1C	-3.0%	-36%	37%	-25%	i	20	0.4%	i	0.4	-11%	3.6	37
COc1ccc(OC)c(-c2cc(C(=O)N3CCN(c4ncccn4)CC3)c3ccccc3n2)c1	0.3%	4%	0%	19%	i	14	-0.1%	i	2.1	2%	0.5	38
COC(=O)c1c(NC(=O)CSc2nnnn2-c2ccccc2)sc2c1CCC(C(C)(C)C)C2 (stereo unspecified)	-2.4%	30%	-5%	-6%	i	24	0.0%	i	17	-17%	1.1	73
COc1ccc(OC)c(CCNC(=O)CCC(=O)N2CCOc3ccc(C)cc32)c1	-4.0%	-8%[20 µM]	11%	-13%	i	16	0.5%	i	5.4	8%	-1.7	89
Cc1cc(C)n(C(=O)CNc2ccc(C)c(C)c2)n1	-0.5%	3%	-5%	3%	i	49	0.3%	i	0.7	17%	0.5	42
O=C(Nc1ccc(C(=O)O)cc1)/C(=C\C=C\c1ccccc1)NC(=O)c1ccccc1Br	-0.6%	-22%	-23%	11%	i	7	-0.2%	i	0.7	0%	0.4	64
CS(=O)(=O)N(Cc1ccccc1)c1ccc(C(=O)NCCSCc2ccco2)cc1	6.2%	10%	4%	-21%	i	54	0.1%	i	0.7	22%	0.9	72
CC1CCN(c2ccccc2NC(=O)c2ccc([N+](=O)[O-])o2)CC1	1.1%	-51%	-23%	-36%	i	11	0.5%	?	·	-17%	4.2	57
COc1cc2c(cc1OC)CN(CC(=O)Nc1ccc3c(c1)OCO3)CC2	-2.0%	19%	10%	3%	i	16	-0.1%	i	0.9	8%	-0.9	61
Cc1ccccc1OC(=O)C1C(c2ccccc2)C(C(=O)O)C1c1ccccc1 (stereo unspecified)	-7.4%	-88%	16%	12%	i	45	-0.2%	i	1.0	-1%	0.6	88
Cn1c(=O)c2ncn(CC(=O)N=Nc3c(O)[nH]c4ccccc34)c2n(C)c1=O	12%	-39%	-1%	-17%	i	43	0.2%	·	·	-4%	-2.2	100
Cc1ccc(-n2nc(C)c3c2NC2=C(C(=O)CC(C)(C)C2)C3c2ccccc2OCC(=O)O)cc1 (stereo unspecified)	-2.7%	1%	10%	-41%	i	47	-0.2%	i	0.0	4%	2.8	60
COc1ccc(CCNC(=O)c2cc(=O)n(C)c(=O)n2C)cc1OC	0.6%	19%	-1%	-28%	i	55	0.0%	i	0.1	-2%	0.5	72
O=C(CCN1CCOCC1)c1ccc(Cl)cc1	-5.0%	-12%[20 µM]	17%	-10%	i	57	0.0%	i	0.0	4%	1.3	63
COc1cccc(NC(=O)c2ocnc2C)c1	-4.5%	9%	-4%	24%	i	27	0.4%	i	11	3%	0.6	68
Cc1ccccc1Oc1nc2ccccn2c(=O)c1/C=C(\C#N)C(=O)Nc1c(C)n(C)n(-c2ccccc2)c1=O	-2.6%	14%	12%	-33%	i	45	0.1%	i	0.9	-3%	1.2	36
O=C(COc1ccc(C(=S)N2CCOCC2)cc1)Nc1ccccc1C(F)(F)F	·	-25%[20 µM]	-4%	-22%	i	2	-0.1%	i	0.2	6%	1.3	32
O=C(CCCSc1nc2ccccc2s1)Nc1nccs1	1.9%	-20%	20%	3%	i	14	-0.3%	i	1.7	-8%	0.2	88
COc1ccccc1N(CC(=O)NCCSCc1ccc(Cl)cc1)S(C)(=O)=O	1.0%	4%	-6%	-6%	i	32	0.6%	i	1.4	-2%	-1.2	73
COc1ccccc1CN1CC(C(=O)NCc2cccc(C)n2)CCC1=O (stereo unspecified)	2.5%	-3%	-9%	-17%	i	28	-0.1%	i	0.0	-1%	-1.4	57
CC1CCCCN1C(=O)COc1ccc(F)cc1 (stereo unspecified)	-2.9%	-44%[20 µM]	-8%	-40%	i	34	-0.1%	i	0.1	-11%	0.8	92
O=P(C(=NCCO)NO)(N1CCOCC1)N1CCOCC1	-4.3%	-17%[20 µM]	11%	-33%	i	12	0.0%	i	0.3	-3%	-1.2	44
CCN1CCN(C(=O)Cn2c(=O)sc3ccccc32)CC1	5.8%	27%	10%	-8%	i	56	-0.2%	i	0.9	1%	4.8	59
Oc1cc2c(cc1O)[C@@H](c1ccccc1)CNCC2	1.5%	-29%	-8%	-28%	·	·	0.2%	i	1.8	-6%	·	·
COc1ccc(-n2c(=O)/c(=C\c3cccs3)s/c2=C(/C#N)C(=O)NCCN2CCOCC2)cc1	-3.2%	19%	7%	-9%	i	30	-0.4%	i	0.8	3%	12	52
O=C(Nc1ccc2c(c1)OCCO2)C1CCCN(S(=O)(=O)Cc2ccccc2)C1 (stereo unspecified)	4.4%	-20%	-11%	-20%	i	67	0.3%	i	1.4	-3%	-1.1	62
COc1cc2c(cc1OC)C(c1ccccc1)N(S(C)(=O)=O)CC2 (stereo unspecified)	-2.7%	-14%	3%	-24%	i	26	0.0%	i	0.7	-7%	1.1	44
CCOC(=O)c1c[nH]c2c(C)ccc(Cl)c2c1=O	-1.6%	-30%	-3%	-32%	i	50	-0.2%	i	0.0	6%	-1.8	69
CCC(C)(C)NC(=O)C(c1ccccn1)N(C(=O)c1csnn1)c1ccc(C)c(C)c1 (stereo unspecified)	-4.2%	8%	1%	-22%	i	10	0.2%	i	0.5	-2%	-0.2	36
O=C(NCCOc1ccccc1F)C1CCC(=O)N(CCc2cccc(F)c2)C1 (stereo unspecified)	-1.3%	-10%	5%	36%	i	10	0.3%	i	4.7	3%	-0.5	50
CCn1c(SCC(=O)N(C)C2CCS(=O)(=O)C2)nnc1-c1cccs1 (stereo unspecified)	-4.4%	20%	14%	-20%	i	23	0.7%	i	0.5	5%	1.5	32
COC(=O)c1sccc1NC(=O)/C=C/c1ccc(Cl)cc1	1.3%	20%	-39%	-41%	i	37	-0.3%	i	0.4	0%	3.7	85

The list is partial; rates above refer to the full screens.
